Screening results (PubChem BioAssay)
LDHA block – inhibitors of human lactate dehydrogenase A | P00338 | purified LDHA, NADH/diaphorase-resazurin fluorescence; stronger effect = lower value | activity change, % (values are at about 110 or 230 µM) | 480,000 compounds, 0.15% hits | AID 1347041; in the data active = activity change below about -30%; inconclusive = mostly about -25% to -30%;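 note: plate controls were DMSO wells for no effect and wells without enzyme for full effect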
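LDH5 2 nM; NADH 0.06 mM, pyruvate 0.2 mM; 200 mM Tris pH 7.4, EDTA, Tween-20; 5 min RT. Detection: diaphorase 0.133 mg/mL + resazurin 37 µM, fluorescence ex540/em590 at 0 and 20 min; normalized to enzyme-free and DMSO wells.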
The depositor's hits bear a star; ? = inconclusive. These rows are one share of the data; the hit share may differ from the screen's.

No.	mol	LDHA block
1	CCC1CCCCN1C(=O)Cn1c(-c2ccccc2)nc(C)cc1=O (configuration not stated)	-33*
2	Cc1noc(NC(=O)c2ccc(Br)o2)n1	3
3	O=C(CSc1ncnc2ccccc12)N(C1CCCC1)C1CCS(=O)(=O)C1 (configuration not stated)	-1
4	CCOc1ccccc1C(=O)Nc1ccccc1C(C)CC (configuration not stated)	5
5	CCOc1ccc2cc(-c3csc(Nc4ccc(C)cc4)n3)c(=O)oc2c1	-14
6	COc1cc(CC(=O)OCC(=O)Nc2ccccc2OC(F)F)cc(OC)c1OC	13
7	O=C(Cn1nc(N2CCN(c3ccccc3)CC2)ccc1=O)NC1CC1	-3
8	Cc1cc(C(=O)CN2CCN(CC(=O)Nc3cccc(F)c3)CC2)c(C)n1CCc1cccs1	-6
9	Cc1cc(F)ccc1S(=O)(=O)Nc1cccc(N2CCCS2(=O)=O)c1	0
10	CC(=O)NC(Cc1c[nH]c2ccccc12)C(=O)NC1CCCCC1 (configuration not stated)	4
11	O=C(/C=C/c1ccc(-c2ccccc2Cl)o1)c1ccccc1Br	0
12	COC(=O)c1nc(Nc2cc(F)cc(F)c2)nc(NC2CCCC2)n1	0
13	CN(C)S(=O)(=O)c1cccc(NC(=O)COc2ccc(Cl)cc2)c1	2
14	COc1ccc(C(=O)Nc2ccnn2Cc2ccco2)cc1S(=O)(=O)N1CCCC1	-8
15	CCCCC1CCC(C(=O)NNC(=O)c2ccc(Cl)cc2)CC1 (configuration not stated)	2
16	O=C1NC[C@@H](CCCCN2C[C@H](Cc3ccccc3)N(CC3CCCCC3)C(=O)C2=O)N(Cc2ccccc2)C1=O	-2
17	COC(=O)C1=CN(c2ccc(F)cc2)C(N)=C(C#N)C1c1ccccc1 (configuration not stated)	4
18	Nc1nc(Cl)cc(N2CCC(c3nc(C4CC4)n[nH]3)CC2)n1	4
19	O=C(CCCc1c[nH]c2ccccc12)NCc1ccc(F)cc1	-10
20	COc1ccc(N2C(=O)C(C)(C)CS2(=O)=O)cc1S(=O)(=O)NCc1ccco1	-18

Entries from the list above with an NH in an aromatic ring:
No.	mol	LDHA block
10	CC(=O)NC(Cc1c[nH]c2ccccc12)C(=O)NC1CCCCC1 (configuration not stated)	4
18	Nc1nc(Cl)cc(N2CCC(c3nc(C4CC4)n[nH]3)CC2)n1	4
19	O=C(CCCc1c[nH]c2ccccc12)NCc1ccc(F)cc1	-10

(continued)
No.	mol	LDHA block
21	COc1ccc(NC(=O)C2CCCN(Cc3nc(-c4ccc(OC)c(OC)c4)no3)C2)cc1OC (configuration not stated)	7
22	CC1(C)CC(=O)C2=C(C1)OC(N)=C(C#N)C2c1cccc(Br)c1 (configuration not stated)	14
23	COP(=O)(OC)OC(C(=O)c1ccccc1)c1ccc(Cl)cc1 (configuration not stated)	-5
24	COc1ccc(S(=O)(=O)N2CCN(c3cc(N4CCOCC4)nc(C)n3)CC2)c(C)c1C	7
25	CCCOc1ccc(C(=O)Nc2cccc3ccc(C)nc23)cc1	-1
26	O=c1[nH]c(=O)n(Cc2ccco2)c2c1C(C(F)(F)F)(C(F)(F)F)N=C(c1ccccc1)N2	-12
27	CN(C)c1ccc(/C=N/Nc2ccc(F)cc2F)cc1	-1
28	Cc1cc(C)n(-c2ncnc3sc(C)c(-c4ccc(Cl)cc4)c23)n1	-3
29	CCCCCC/C(C)=N/NC(N)=S	5
30	CC(C)c1ccc(C2C(c3ccccc3)=C(O)C(=O)N2Cc2ccccn2)cc1 (configuration not stated)	0

3 compounds picked at random from those above:
No.	mol	LDHA block
9	Cc1cc(F)ccc1S(=O)(=O)Nc1cccc(N2CCCS2(=O)=O)c1	0
1	CCC1CCCCN1C(=O)Cn1c(-c2ccccc2)nc(C)cc1=O (configuration not stated)	-33*
30	CC(C)c1ccc(C2C(c3ccccc3)=C(O)C(=O)N2Cc2ccccn2)cc1 (configuration not stated)	0

Further compounds.
No.	mol	LDHA block
31	Cc1ccc(-c2c(C(=O)O)sc3c2cnc2ccc(C)cc23)cc1	4
32	Cc1cccc(Cn2c(SCc3ccccc3)nc3c2c(=O)[nH]c(=O)n3C)c1	-10
33	CCc1nnsc1C(=O)N(C)CCOc1cccc(Cl)c1	4
34	CC(C)CC(=O)N1CCN(Cc2ccncc2)CC1	3
35	OC(CC#CCN1CCCC1)(c1ccccc1)c1ccc(-c2ccccc2)cc1 (configuration not stated)	?
36	CCOC(=O)CCc1cc2c(C)cc(=O)oc2cc1O	4
37	O=C(Nc1cc(Cl)cc(Cl)c1)c1ccc(S(=O)(=O)C2CCS(=O)(=O)C2)cc1 (configuration not stated)	2
38	CC(Oc1ccc(F)cc1F)C(=O)NN (configuration not stated)	0
39	Cc1ccc(N(Cc2cc(=O)[nH]c3ccccc23)C(=O)c2ccncc2)cc1	6
40	CN(C)C(=O)c1ccc(F)c(F)c1	8

In the list so far, five have an aryl methoxy group:
No.	mol	LDHA block
6	COc1cc(CC(=O)OCC(=O)Nc2ccccc2OC(F)F)cc(OC)c1OC	13
14	COc1ccc(C(=O)Nc2ccnn2Cc2ccco2)cc1S(=O)(=O)N1CCCC1	-8
20	COc1ccc(N2C(=O)C(C)(C)CS2(=O)=O)cc1S(=O)(=O)NCc1ccco1	-18
21	COc1ccc(NC(=O)C2CCCN(Cc3nc(-c4ccc(OC)c(OC)c4)no3)C2)cc1OC (configuration not stated)	7
24	COc1ccc(S(=O)(=O)N2CCN(c3cc(N4CCOCC4)nc(C)n3)CC2)c(C)c1C	7

Additional records:
No.	mol	LDHA block
41	CN(C)C(=O)CN1CCN(c2ccnc3c(F)ccc(F)c23)CC1	0
42	COC(=O)c1ccc(CNC(=O)COC(=O)c2cc3ccccc3oc2=O)cc1	-2
43	Cc1ccccc1-c1nn2c(=O)cc(N3CCN(C(=O)Nc4ccccc4Cl)CC3)nc2s1	-8
44	COc1ccc(C(N)=O)c(OCc2coc(-c3ccccc3)n2)c1	-5
45	Brc1ccc(CSc2nc3ccccc3s2)cc1	-2
46	COc1ccccc1C1SCCN1S(=O)(=O)c1cccc(C)c1 (configuration not stated)	-7
47	COc1ccc2[nH]cc(CCNC(=O)CCNc3nc(Cl)nc4nc[nH]c34)c2c1	?
48	CCc1cc(C(=O)OC)c(NC(=O)c2c(CC)noc2C)s1	-4
49	Cc1cc(=O)oc2cc(NC(=O)Cc3c(Cl)cccc3Cl)ccc12	3
50	Cc1cccc(C(=O)NCC(=O)N2CCCC2c2ccccc2)c1 (configuration not stated)	-1
51	COc1cccc(-c2csc(-c3nc(-c4ccc(C)cc4C)cs3)n2)c1	11
52	CC(=O)c1ccc(C(=O)N(Cc2cccs2)Cc2cccs2)s1	-4
53	COCCN1C(=O)CSCC1(C)C(=O)NC(C)C (configuration not stated)	-8
54	CCC(C)C(=O)NCc1ccc(COC(C)C)cc1 (configuration not stated)	-3
55	O=C(Cc1ccc(Cl)cc1)NNC(=O)C1CCCCC1	1
56	COc1ccc(C(=O)Nc2ccc(C3(C)CC=NO3)cc2)cc1 (configuration not stated)	-2
57	O=[N+]([O-])c1ccc(NS(=O)(=O)c2ccc(I)s2)c([N+](=O)[O-])c1	-2
58	O=C(c1cccs1)N1CCCCCCC1	-4
59	CCN(CC)c1nc2c(c(=O)n(Cc3ccccc3)c(=O)n2C)n1Cc1ccccc1	4
60	O=C(NCC(=O)N1CCCCCC1)C1CCCN(S(=O)(=O)c2ccc(Cl)cc2)C1 (configuration not stated)	-8
61	CCc1cccc(CC)c1NC(=O)CCn1cnc2c1c(=O)n(C)c(=O)n2C	-6
62	CC(=O)c1ccccc1NCC(=O)Nc1ccc(C#N)cc1	-2
63	CCCCNc1oc(/C=C/c2ccc(OC)c(OC)c2)nc1C#N	-3
64	CCCc1cc(C(=O)Nc2ccc(Br)cc2)no1	?
65	COC1=CC(=O)OC(c2ccccc2C(F)(F)F)C1 (configuration not stated)	2
66	O=C(CN1c2cccc3cccc(c23)S1(=O)=O)Nc1ccc(S(=O)(=O)N2CCCC2)cc1	21
67	CCOc1ccccc1NC(=O)c1ccc(CN2CCCC2=O)cc1	3
68	Cc1ccc(C)c(S(=O)(=O)N2CCN(Cc3cccc4cccnc34)CC2)c1	-3
69	Cc1csc(NC(=O)c2sccc2-c2ccccc2)n1	8
70	O=C(NC1CCCC1)C(C1CC1)n1c(C2CC2)nc2ccccc21 (configuration not stated)	-8
71	Cc1cc(C)cc(OC(=O)/C=C/c2nc3ccccc3s2)c1	1
72	CCOC(=O)N1CCN(c2ncc3c(n2)CC(/C=C/c2ccccc2)CC3=O)CC1 (configuration not stated)	-2
73	CCCNC(=S)NC(C)C12CC3CC(CC(C3)C1)C2 (configuration not stated)	-7
74	COc1ccc(Nc2cc(C)nc(Nc3ccc(NC(=O)C(C)(C)C)cc3)n2)cc1	7
75	Cc1ccc(-c2noc(-c3cccc(Cl)c3)n2)cc1	7
76	CN(C(=O)c1ccc2c(c1)NC(=O)CS2)c1ccccc1	2
77	COc1ccccc1-c1nnc(SCC(=O)N2CCN(C(C)=O)CC2)n1N	-6
78	CC1(C(=O)OCC(=O)c2ccc3ccccc3c2)CC1(Cl)Cl (configuration not stated)	14
79	O=C(Nc1ccc2c(c1)CCC2)c1cc(Cl)ccc1Cl	3
80	COc1cc(NC(=O)c2cc(S(=O)(=O)N3CCCCC3)c[nH]2)cc(OC)c1OC	21

81) CN(Cc1nc2ccccc2s1)c1ncc(C(F)(F)F)cc1Cl
  LDHA block: -1
82) CCOC(=O)[C@]12CCC=C1N(CCC1=CCCCC1)C(=O)[C@H](CC(=O)N1CCSCC1)C2
  LDHA block: 1
83) CCc1ccc(/C=N/NC(=O)c2cccs2)cc1
  LDHA block: 9
84) COc1ccc(C(=O)Nc2cc(-c3nc4ccccc4o3)ccc2OC)cc1Cl
  LDHA block: -4
85) CC(=O)c1ccc(S(=O)(=O)NCCCC(=O)O)cc1
  LDHA block: 4
86) Cn1c(=O)c2c(ncn2Cc2c(F)cccc2Cl)n(C)c1=O
  LDHA block: 6
87) COc1ccc(-c2nnc(SCCS(=O)(=O)c3ccc(Br)cc3)o2)cc1
  LDHA block: 3
88) Cc1nc(-c2nc3ccccc3s2)cs1
  LDHA block: 2
89) O=C(Nc1ccccc1O)c1cc(-c2ccccc2)nc2ccccc12
  LDHA block: -17
90) COc1cc(/C=C/C(=O)OCCOc2ccc(Br)cc2)ccc1O
  LDHA block: -13

No new results follow: an excerpt of the list.
81) CN(Cc1nc2ccccc2s1)c1ncc(C(F)(F)F)cc1Cl
  LDHA block: -1
82) CCOC(=O)[C@]12CCC=C1N(CCC1=CCCCC1)C(=O)[C@H](CC(=O)N1CCSCC1)C2
  LDHA block: 1
83) CCc1ccc(/C=N/NC(=O)c2cccs2)cc1
  LDHA block: 9

More results:
91) CCCCCCCOc1cccc(N)c1
  LDHA block: 0
92) CCOC(=O)C1=CN(c2ccc(F)cc2)C=C(C(=O)OCC)C1c1cccc(F)c1
  LDHA block: 2
93) COc1cc(NC(=O)COc2ccc3c(C)c(C)c(=O)oc3c2C)cc(OC)c1OC
  LDHA block: 5
94) O=C(CC12CC3CC(CC(Br)(C3)C1)C2)OC(C(=O)c1c[nH]c2ccccc12)c1ccccc1 (configuration not stated)
  LDHA block: 15
95) CC(O)CSc1nc2c(c(=O)n(C)c(=O)n2C)n1Cc1ccc(Cl)cc1 (configuration not stated)
  LDHA block: -18
96) N#Cc1nc(C2CC2)oc1N1CCN(C(=O)c2ccc[nH]c2=O)CC1
  LDHA block: 0
97) COc1ccc2oc(-c3ccc(NC(=O)c4ccc(Br)o4)cc3)nc2c1
  LDHA block: 1
98) CCc1c(C)sc(NC(=O)Cc2ccc(Cl)cc2Cl)c1C#N
  LDHA block: 5
99) Cc1cccc(-c2cc(C(=O)Nc3cccc(C(F)(F)F)c3)[nH]n2)c1O
  LDHA block: -11
100) COc1cc(-c2c(NC(=O)c3ccccc3)oc3ccc(Cl)cc3c2=O)cc(OC)c1OC
  LDHA block: -4

101) CC(C)(C)c1ccc(OCCOc2ccccc2/C=C(/C#N)C(N)=O)cc1
  LDHA block: 4
102) CC1(C)COCCN1C(=O)c1cccc(CN2CCCC2)c1
  LDHA block: 0
103) O=S(=O)(c1cccc(O)c1)N1CCN(S(=O)(=O)c2c(F)cccc2F)CC1
  LDHA block: -9
104) CC1(C)CC(=O)C/C(=N/NC(=O)c2cccc(Br)c2)C1
  LDHA block: -4
105) Cc1cccc(Cc2cnc(NC(=O)C3=Cc4ccccc4OC3)s2)c1
  LDHA block: -18
106) Cc1cccc(NC(=O)c2nn(-c3ccccc3)c(=O)c3ccccc23)c1C
  LDHA block: 2
107) COc1ccc(-c2cnc(N3CCC(C(N)=O)CC3)s2)cc1OC
  LDHA block: 3
108) COc1ccc(CNC(=O)Cc2c(C)c3cc(Cl)c(O)cc3oc2=O)cc1
  LDHA block: 7
109) N/C(=C\C(=O)/C=C/c1ccccc1)C(Cl)(Cl)Cl
  LDHA block: 7
